Assay outcomes: PubChem BioAssay, NCI
bub3: NCI yeast anticancer drug screen, S. cerevisiae bub3 mutant strain. % growth inhibition at 50 µM. AID 167. 9.9% of 78,000 active;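 also: 0% = growth of vehicle-only cultures of the same strain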
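Mutant yeast screening strain plus compound; vehicle-treated cultures serve as the 0% inhibition reference.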
rad50: NCI yeast anticancer drug screen, S. cerevisiae rad50 strain. growth inhibition, % at 50 µM. 10% of 79,000 active;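 also: 0% = growth of vehicle-only cultures of the same strain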
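Growth of the mutant yeast was measured after compound exposure and referenced to vehicle-treated cultures.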
cln2 rad14: NCI yeast anticancer drug screen, S. cerevisiae cln2 rad14 strain. growth inhibition, % at 50 µM. 8.3% of 78,000 active;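 also: 0% = growth of vehicle-only cultures of the same strain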
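Relative to vehicle controls, growth inhibition of compound-treated cln2 rad14 yeast was recorded.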
yeast mlh1 rad18: NCI yeast anticancer drug screen, S. cerevisiae mlh1 rad18 strain | 11% of 79,000 active | AID 175 | % growth inhibition at 50 µM;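 also: 0% = growth of vehicle-only cultures of the same strain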
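A repair-deficient yeast strain is exposed to test compound, and growth is scored relative to vehicle-treated controls.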
sgs1 mgt1: NCI yeast anticancer drug screen, S. cerevisiae sgs1 mgt1 strain; growth inhibition, % at 50 µM; AID 161; 10% of 78,000 active;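 also: 0% = growth of vehicle-only cultures of the same strain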
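Genetically altered yeast, compound exposure, growth inhibition relative to vehicle.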
yeast mec2-1: NCI yeast anticancer drug screen, S. cerevisiae mec2-1 strain; % growth inhibition at 50 µM; 9% of 79,000 active; AID 157;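 also: 0% = growth of vehicle-only cultures of the same strain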
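Strain: mec2-1 (DNA repair/cell cycle alteration). Compound exposure, then growth measured; inhibition expressed relative to vehicle.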
Active calls of the source: *; & = joins results of further samples. Rule as the data show it: active = growth inhibition above about 70%; inactive = the rest. Only part of the results is shown, so the mix of outcomes need not match the whole.

What do the screens show for `CC(C)=NNC1=NC(C)(C)P(=O)(N2CCCC2C(=O)O)S1` (configuration not stated)?
bub3: 5; rad50: 1; cln2 rad14: -2; yeast mlh1 rad18: -9; sgs1 mgt1: 0; yeast mec2-1: -12

Results for O=C1C(C(Nc2ccccc2)c2ccccc2)=C([O-])c2ccccc21.O=C1C(C(Nc2ccccc2)c2ccccc2)=C([O-])c2ccccc21.[Co+2] (configuration not stated) ?
bub3: 77*; rad50: 74*; cln2 rad14: 35; yeast mlh1 rad18: 66; sgs1 mgt1: 73*; yeast mec2-1: 56

What do the screens show for `O=C(NCC1(O)N=C(c2ccc(F)cc2)c2ccsc2-n2cccc21)c1ccc(Cl)cc1Cl` (configuration not stated)?
bub3: 95*; rad50: 97*; cln2 rad14: 94*; yeast mlh1 rad18: 95*; sgs1 mgt1: 97*; yeast mec2-1: 95*

Results for CCOC(CBr)OCC ?
bub3: 8; rad50: 14; cln2 rad14: -26; yeast mlh1 rad18: 21; sgs1 mgt1: 0; yeast mec2-1: -5

What do the screens show for `Cc1cc(C)c(C(=O)O)c(C)c1`?
bub3: -1&-7&-6&1; rad50: -2&0&-1&22; cln2 rad14: -27&-1&-1&35; yeast mlh1 rad18: 4&14&-7&32; sgs1 mgt1: -6&15&-13&12; yeast mec2-1: -9&8&-13&19

How did Cc1cc(-c2ccccc2)cc(C)[n+]1Cc1ccccc1 do in these assays?
bub3: 29; rad50: -23; cln2 rad14: -42; yeast mlh1 rad18: 4; sgs1 mgt1: 0; yeast mec2-1: 3

Results for O=C1C2CCN(CC2)C1CN1CCOCC1 (configuration not stated) ?
bub3: 89*; rad50: 88*; cln2 rad14: 19; sgs1 mgt1: 87*; yeast mec2-1: 91*

Results for CO[C@@]12[C@@H]3N[C@@H]3CN1C1=C(C(=O)C(NCCN)=C(C)C1=O)[C@@H]2COC(N)=O ?
bub3: 0; rad50: -11; cln2 rad14: 14; yeast mlh1 rad18: -10; sgs1 mgt1: 13; yeast mec2-1: 1

Results for CN(C)CC1(N)C(=O)NC(=O)NC1=O ?
bub3: 95*; rad50: 76*; cln2 rad14: 44; yeast mlh1 rad18: 46; sgs1 mgt1: 47; yeast mec2-1: 78*

Results for [N-]=[N+]=NC12CC3CC(CC(C3)C1)C2 ?
bub3: -26; rad50: -10; cln2 rad14: -9; yeast mlh1 rad18: -20; sgs1 mgt1: -7; yeast mec2-1: -6

Results for COc1cc(CC#N)cc(OC)c1OC ?
bub3: 0; rad50: -2; cln2 rad14: 12; yeast mlh1 rad18: -14; sgs1 mgt1: -17; yeast mec2-1: -10

What do the screens show for `COc1ccc2c(c1OC)CC(N)C2O` (configuration not stated)?
bub3: 15; rad50: 9; cln2 rad14: 4; yeast mlh1 rad18: 3; sgs1 mgt1: 8; yeast mec2-1: 4

How did CN(C)C1(c2ccc3ccccc3c2)CSC1 do in these assays?
bub3: -30; rad50: 0; cln2 rad14: -16; yeast mlh1 rad18: 2; sgs1 mgt1: 1; yeast mec2-1: -17

How did COS(=O)OCC(=O)C(=O)COOS(C)=O (configuration not stated) do in these assays?
bub3: 16; rad50: -12; cln2 rad14: -59; yeast mlh1 rad18: -14; sgs1 mgt1: 2; yeast mec2-1: -6

How did NC(C(=O)O)c1ccccc1Cl (configuration not stated) do in these assays?
bub3: -4; rad50: 21; cln2 rad14: 73*; yeast mlh1 rad18: 14; sgs1 mgt1: -2; yeast mec2-1: 2

What do the screens show for `ClCC[Se](Cl)(Cl)c1ccccc1`?
bub3: 53; rad50: 43; cln2 rad14: 61; yeast mlh1 rad18: 86*; sgs1 mgt1: 72*; yeast mec2-1: 56

How did COc1ccc(/C=C(\C)[N+](=O)[O-])cc1OC do in these assays?
bub3: 94*; rad50: 90*; cln2 rad14: 87*; yeast mlh1 rad18: 93*; sgs1 mgt1: 91*; yeast mec2-1: 92*

How did N#CC(OC1OC(C(=O)O)C(O)C(O)C1O)c1ccccc1 (configuration not stated) do in these assays?
bub3: 1; rad50: 17; cln2 rad14: 3; yeast mlh1 rad18: 2; sgs1 mgt1: -5; yeast mec2-1: -14

What do the screens show for `Clc1ccc2nnnn2n1`?
bub3: 3; rad50: 5; cln2 rad14: 26; yeast mlh1 rad18: 13; sgs1 mgt1: 19; yeast mec2-1: 12

How did O=c1oc2ccccc2c(O)c1C(C/C(CCN1CCCC1)=N/O)c1ccccc1 (configuration not stated) do in these assays?
bub3: 72*; rad50: 80*; cln2 rad14: 64; yeast mlh1 rad18: 79*; sgs1 mgt1: 77*; yeast mec2-1: 82*

Results for CC1CS1 (configuration not stated) ?
bub3: 12; rad50: -6; cln2 rad14: 3; yeast mlh1 rad18: -11; sgs1 mgt1: -10; yeast mec2-1: 5

What do the screens show for `O=[N+]([O-])c1cnc(Br)s1`?
bub3: 68; rad50: 53; cln2 rad14: 16; yeast mlh1 rad18: 19; sgs1 mgt1: 51; yeast mec2-1: -5

How did CCC[CH2][Sn]1([CH2]CCC)[O]C(=O)c2ccc(N)cc2[O]1 do in these assays?
bub3: 89*; rad50: 87*; cln2 rad14: 89*; yeast mlh1 rad18: 90*; sgs1 mgt1: 90*; yeast mec2-1: 92*

What do the screens show for `CCCCCCCCCCNP(=O)(Oc1ccccc1)Oc1ccccc1`?
bub3: -5; rad50: -22; cln2 rad14: -24; yeast mlh1 rad18: -24; sgs1 mgt1: -16; yeast mec2-1: 4

What do the screens show for `CN(C)P(=O)(N(C)C)N(C)CO`?
bub3: 18; rad50: 6; cln2 rad14: 7; yeast mlh1 rad18: 5; sgs1 mgt1: 25; yeast mec2-1: 6

What do the screens show for `CCC1(CCNC(=O)CNC(C)=O)C(=O)NC(=O)NC1=O`?
bub3: 11; rad50: 3; cln2 rad14: -45; yeast mlh1 rad18: 10; sgs1 mgt1: 10; yeast mec2-1: -6

What do the screens show for `CC1(C)CCC(C)(C)c2c1ccc(O)c2Cc1c(O)ccc2c1C(C)(C)CCC2(C)C`?
bub3: -41; rad50: 4; cln2 rad14: -17; yeast mlh1 rad18: -7; sgs1 mgt1: -39; yeast mec2-1: -31

What do the screens show for `CC(C)c1nccn1Cc1ccc(Cl)cc1Cl`?
bub3: 27; rad50: 24; cln2 rad14: -15; yeast mlh1 rad18: 21; sgs1 mgt1: 15; yeast mec2-1: 24

How did CONP(=O)(Oc1ccccc1)Oc1ccccc1 do in these assays?
bub3: 11; rad50: 5; cln2 rad14: -9; yeast mlh1 rad18: 14; sgs1 mgt1: 0; yeast mec2-1: -19

Results for CC(=O)OCC1OC(N(CCCl)CCCl)C(OC(C)=O)C(OC(C)=O)C1OC(C)=O (configuration not stated) ?
bub3: 3&-7; rad50: 11&-1; cln2 rad14: 10&17; yeast mlh1 rad18: -5&-7; sgs1 mgt1: 33&7; yeast mec2-1: 10&-9

Results for FC(F)(F)c1cccc(NC2=NCCO2)c1 ?
bub3: 8; rad50: 5; cln2 rad14: -54; yeast mlh1 rad18: -2; sgs1 mgt1: -14; yeast mec2-1: -17

How did Cc1ccc(CI)cc1 do in these assays?
bub3: 20; rad50: -2; cln2 rad14: 19; yeast mlh1 rad18: 20; sgs1 mgt1: -23; yeast mec2-1: -7

Results for C#CC(=O)[O][Sn]([c]1ccccc1)([c]1ccccc1)[c]1ccccc1 ?
bub3: 99*; rad50: 99*; cln2 rad14: 99*; yeast mlh1 rad18: 99*; sgs1 mgt1: 99*; yeast mec2-1: 99*

What do the screens show for `O=[N+]([O-])OC(c1ccncc1)C(O[N+](=O)[O-])c1ccncc1` (configuration not stated)?
bub3: -5; rad50: 8; cln2 rad14: 17; yeast mlh1 rad18: 21; sgs1 mgt1: -6; yeast mec2-1: -2

Results for CCC(C#N)c1ccccc1 (configuration not stated) ?
bub3: -2; rad50: -8; cln2 rad14: -28; yeast mlh1 rad18: -3; sgs1 mgt1: 17; yeast mec2-1: 4

What do the screens show for `O=C(COc1ccc(Cl)cc1)Nc1ccc(Cl)cc1C(=O)c1ccccc1`?
bub3: 1; rad50: -16; cln2 rad14: 19; yeast mlh1 rad18: -18; sgs1 mgt1: 17; yeast mec2-1: -9

Results for C[N+]12CCC(c3ccccc3)(CC1)C(O)C2 (configuration not stated) ?
bub3: 3; rad50: -15; cln2 rad14: -5; yeast mlh1 rad18: 8; sgs1 mgt1: 2; yeast mec2-1: -5

What do the screens show for `COc1cc2c(cc1O)N=C[C@@H]1CCC(O)N1C2=O` (mixture of isomers)?
bub3: -2; rad50: 20; cln2 rad14: 59; yeast mlh1 rad18: 4; sgs1 mgt1: 19; yeast mec2-1: 16

What do the screens show for `COC(=O)/C(=C\c1ccc(N(CCCl)CCCl)cc1)NC(=O)c1ccccc1`?
bub3: 5; rad50: 8; cln2 rad14: 38; yeast mlh1 rad18: 16; sgs1 mgt1: 52; yeast mec2-1: 6

Results for Clc1ccc(N2CCN(c3ccc(Cl)cc3)CC2)cc1 ?
bub3: -7; rad50: -20; cln2 rad14: 1; yeast mlh1 rad18: 6; sgs1 mgt1: -7; yeast mec2-1: 1

How did CC1(C)OC2OC3C(CN(CCCl)Cc4ccccc4)OC(c4ccccc4)OC3C2O1 (configuration not stated) do in these assays?
bub3: -3; rad50: 5; cln2 rad14: 34; yeast mlh1 rad18: 14; sgs1 mgt1: -1; yeast mec2-1: 9

What do the screens show for `CC(=O)OC1OC(CS[As](C)CCO)C(OC(C)=O)C(OC(C)=O)C1OC(C)=O` (configuration not stated)?
bub3: -1; rad50: 13; cln2 rad14: -8; yeast mlh1 rad18: -10; sgs1 mgt1: -15; yeast mec2-1: -17

Results for Cc1ccc(-n2c(=O)[nH]c3ccccc3c2=O)cc1[N+](=O)[O-] ?
bub3: 35; rad50: 13; cln2 rad14: 23; yeast mlh1 rad18: 27; sgs1 mgt1: 33; yeast mec2-1: 12

What do the screens show for `CCOC(=O)C1C(=O)CN2CCc3c([nH]c4ccccc34)C12C(=O)OCC` (configuration not stated)?
bub3: 2; rad50: 21; cln2 rad14: 16; yeast mlh1 rad18: 24; sgs1 mgt1: 32; yeast mec2-1: 15

Results for C[N+]1(CCCl)CCc2ccc([N+](=O)[O-])cc2C1 (configuration not stated) ?
bub3: 9; rad50: -37; cln2 rad14: 1; yeast mlh1 rad18: -14; sgs1 mgt1: 7; yeast mec2-1: -35

Part of the list above in order of molar mass, descending:
How did CC1(C)OC2OC3C(CN(CCCl)Cc4ccccc4)OC(c4ccccc4)OC3C2O1 (configuration not stated) do in these assays?
bub3: -3; rad50: 5; cln2 rad14: 34; yeast mlh1 rad18: 14; sgs1 mgt1: -1; yeast mec2-1: 9

What do the screens show for `COC(=O)/C(=C\c1ccc(N(CCCl)CCCl)cc1)NC(=O)c1ccccc1`?
bub3: 5; rad50: 8; cln2 rad14: 38; yeast mlh1 rad18: 16; sgs1 mgt1: 52; yeast mec2-1: 6

Results for C#CC(=O)[O][Sn]([c]1ccccc1)([c]1ccccc1)[c]1ccccc1 ?
bub3: 99*; rad50: 99*; cln2 rad14: 99*; yeast mlh1 rad18: 99*; sgs1 mgt1: 99*; yeast mec2-1: 99*

What do the screens show for `O=C(COc1ccc(Cl)cc1)Nc1ccc(Cl)cc1C(=O)c1ccccc1`?
bub3: 1; rad50: -16; cln2 rad14: 19; yeast mlh1 rad18: -18; sgs1 mgt1: 17; yeast mec2-1: -9

What do the screens show for `CCOC(=O)C1C(=O)CN2CCc3c([nH]c4ccccc34)C12C(=O)OCC` (configuration not stated)?
bub3: 2; rad50: 21; cln2 rad14: 16; yeast mlh1 rad18: 24; sgs1 mgt1: 32; yeast mec2-1: 15

Results for C[N+]1(CCCl)CCc2ccc([N+](=O)[O-])cc2C1 (configuration not stated) ?
bub3: 9; rad50: -37; cln2 rad14: 1; yeast mlh1 rad18: -14; sgs1 mgt1: 7; yeast mec2-1: -35

Results for CCC(C#N)c1ccccc1 (configuration not stated) ?
bub3: -2; rad50: -8; cln2 rad14: -28; yeast mlh1 rad18: -3; sgs1 mgt1: 17; yeast mec2-1: 4

The listing continues.
How did Cc1cc(-c2ccccc2)cc(-c2ccccc2)[o+]1 do in these assays?
bub3: 1; rad50: 2; cln2 rad14: -23; yeast mlh1 rad18: 4; sgs1 mgt1: 2; yeast mec2-1: -3

What do the screens show for `CN(C)Cc1c[nH]c2ccc(F)cc12`?
bub3: -12; rad50: -27; cln2 rad14: 6; yeast mlh1 rad18: -17; sgs1 mgt1: -15; yeast mec2-1: -14

How did Brc1ccc2ccccc2c1 do in these assays?
bub3: 8; rad50: 12; cln2 rad14: -6; yeast mlh1 rad18: -4; sgs1 mgt1: -3; yeast mec2-1: 7

How did CC(=O)OC1C2(CC3N4C(=O)C5(CO)SSC4(CC31O)C(=O)N5C)OC(C)C(C)(C)C2=O (configuration not stated) do in these assays?
bub3: 92*; rad50: 90*; cln2 rad14: 89*; yeast mlh1 rad18: 91*; sgs1 mgt1: 93*; yeast mec2-1: 93*

Results for CCC1CN1CCC(=O)Nc1ccccc1 (configuration not stated) ?
bub3: -18; rad50: -3; cln2 rad14: -35; yeast mlh1 rad18: 6; sgs1 mgt1: -14; yeast mec2-1: -13
